Compound activity deposited in PubChem by Broad Institute.
miR122 inh: blocks miR-122 activity in Huh7 sensor cells; Huh7 miR-122 Renilla luciferase sensor, 48 h; neutral wells = 0, positive control = 100; activation (reporter increase), % at 12.5 µM; 0.3% of 340,000 active; AID 602342;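 active = mean replicate activation score at least 90 and every replicate individually at or above 90; inconclusive = only one of the two criteria met; inactive = neither criterion met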;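 note: higher luciferase means less miR-122 activity so hits act as miR-122 inhibitors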
RAD52 inh: RAD52 (human) annealing inhibition | P43351 | recombinant RAD52 DNA annealing, FRET fluorescence | inhibition, % at 18.7 µM | 0.46% of 360,000 active | AID 651710;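 active = every replicate showing at least 50% inhibition; inconclusive = mean inhibition at least 50% but not in every replicate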
ERAP1 inh: blocks human ERAP1 aminopeptidase activity; Q9NZ08; recombinant ERAP1, Leu-AMC fluorescence, 60 min; inhibition, % at 10.7 µM; 0.15% of 340,000 active; AID 652197;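 active = mean replicate inhibition of at least 30%, or all replicates individually reaching that 30% level; inactive = mean below 30% and not every replicate reaching it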;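 note: 0% = neutral control wells and 100% = L-leucinethiol positive control wells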
E-selectin induc: induces E-selectin expression in human endothelial cells; 0.37% of 260,000 active; AID 686992; P16581; activation, % at 7.58 µM; HUVEC E-selectin immunofluorescence imaging; normalized: neutral wells 0, TNF-alpha wells 100;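 active = mean E-selectin-positive cell signal at least 10% of the positive control, reached in at least 60% of replicates, without over 20% cell loss; inconclusive = no rule given, readout overlaps actives, possibly toxicity-flagged; inactive = the rest, including those meeting only one limit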;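 note: in these data hits start at about 27%; measured in HUVEC primary endothelial cells; signal is the percent of cells scored E-selectin positive by PE staining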
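material = human umbilical vein endothelial cells (HUVEC), E-selectin induction | quantity = 3,000 cells/well | medium = EGM-2 growth medium on 0.1% gelatin-coated wells | technique = immunofluorescence imaging | read-out basis = % PE-positive cells | control set = TNF-alpha positive control, DMSO neutral control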
PglD inh: blocks C. jejuni PglD acetyltransferase activity; 0.098% of 360,000 active; purified PglD enzyme, DTNB colorimetric CoA detection; inhibition, % at 12.5 µM; in the data active = inhibition above about 16%, passing the limit was not always enough; inconclusive = no clear call, values can overlap the other calls; note: strong numbers were not always called active
Cneo AK release: causes C. neoformans cell lysis | adenylate kinase release luminescence, 4 h; normalised: neutral wells 0, clomiphene wells 100 | 0.2% of 360,000 active | AID 651654 | lysis activity, % at 15 µM;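 active = mean lysis activity across replicates of at least 80%, whatever share of replicates individually reach that level; inactive = mean lysis activity below 80%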
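Material – log-phase Cryptococcus neoformans yeast cells · Input – 5 × 10^6 yeast cells/mL · Medium – fresh YPD growth medium · Doses – single compound concentration per well · Timing – static 4 h at 37 °C with compound, 1 h detection · Detection – adenylate kinase release luminescence · Read-out – signal increase indicating cell lysis · Control set – Clomiphene as positive lysis control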
PGC1a acetyl inh: PGC1a acetylation modulation, inhibitor mode; inhibition, % at 15.6 µM; U2OS PGC1a acetylation, AlphaScreen anti-acetyl-lysine; with virally co-expressed GCN5 acetyltransferase; 0.17% of 350,000 active; AID 651687;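 active = every replicate shows inhibition of at least 40%; inconclusive = mean inhibition at least 40% but some replicate below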;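 note: 0% = neutral control wells and 100% = positive control wells; some results beyond the cut were filed as inactive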
RAD54 inh: inhibitors of human RAD54 branch migration; Q92698; RAD54 Holliday junction branch migration, FAM/BHQ fluorescence; inhibition, % at 10.4 µM; 0.14% of 360,000 active; AID 602329;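 active = mean normalized replicate activity at least 40 and at least half of replicates scoring 40 or more; inconclusive = only one of the two criteria met; inactive = mean below 40 and under half of replicates reaching 40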;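 note: 0% = median of neutral control wells and 100% = median of positive control wells; inhibitors cause a drop in the FAM fluorescence signal; in these data hits start at about 50%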
Target sequence (Q92698 whole entry, looked up): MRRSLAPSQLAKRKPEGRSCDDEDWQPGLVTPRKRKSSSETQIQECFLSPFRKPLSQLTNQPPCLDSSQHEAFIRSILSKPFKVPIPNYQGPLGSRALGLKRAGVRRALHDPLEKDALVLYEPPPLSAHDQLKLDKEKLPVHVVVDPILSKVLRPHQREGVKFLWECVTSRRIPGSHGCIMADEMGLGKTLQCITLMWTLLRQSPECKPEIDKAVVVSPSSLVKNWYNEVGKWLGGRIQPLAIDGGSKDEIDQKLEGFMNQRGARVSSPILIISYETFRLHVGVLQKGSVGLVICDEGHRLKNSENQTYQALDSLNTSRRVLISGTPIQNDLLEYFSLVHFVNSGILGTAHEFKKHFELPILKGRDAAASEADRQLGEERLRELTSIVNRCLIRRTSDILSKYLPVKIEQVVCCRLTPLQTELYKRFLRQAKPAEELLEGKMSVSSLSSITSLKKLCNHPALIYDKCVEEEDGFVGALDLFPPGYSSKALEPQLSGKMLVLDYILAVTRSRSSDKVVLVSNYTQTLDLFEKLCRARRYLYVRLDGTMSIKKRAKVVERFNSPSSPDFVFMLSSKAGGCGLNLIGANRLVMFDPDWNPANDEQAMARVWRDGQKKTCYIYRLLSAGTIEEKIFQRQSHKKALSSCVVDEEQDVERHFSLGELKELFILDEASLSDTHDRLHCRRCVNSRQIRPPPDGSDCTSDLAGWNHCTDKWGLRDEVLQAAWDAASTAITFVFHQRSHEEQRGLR
The depositor's hits bear a star; i = inactive; ? = inconclusive; nt = no result given; [ ] = dose if it differs, or a comment.

SMILES	miR122 inh	RAD52 inh	ERAP1 inh	E-selectin induc	PglD inh	Cneo AK release	PGC1a acetyl inh	RAD54 inh
COc1ccc2[nH]c(C(=O)N3CCC(CO)(Cc4cccc(C(F)(F)F)c4)CC3)c(C)c2c1	10	-6	0	0.4	-8	4	-3	3
O=C1CN(S(=O)(=O)c2cccc(F)c2)C[C@@H]2[C@H](c3ccc(-c4ccccc4)cc3)[C@H](CO)N12	nt	7	-2	-0.1	nt	nt	1	nt
CCOC(=O)c1ccc(Oc2nc(SC)nc(N(C)C)n2)cc1	-3	nt	nt	nt	14	1	-14	0
COc1ccc(CN(C)C[C@@H]2OCCCC[C@@H](C)Oc3ccc(NS(=O)(=O)c4ccc(C)cc4)cc3C(=O)N([C@H](C)CO)C[C@H]2C)cc1	-8[16.7 µM]	48	2	-0.1	-6	14	-22	-2
CCOC(=O)N1CCC2(CC1)C(C#N)=C(N)OC1=C2C(=O)CCC1	-12	-11	-1	1.0	-5	-2	1	-7
COc1ccccc1C(=O)N1c2ccccc2Sc2ccccc21	6	nt	nt	nt	-3	1	-4	-3
C/C(=N\NC(=O)c1csc2ccccc12)c1ccc(O)cc1	-2	nt	nt	nt	2	4	0	-1
CCCCn1c(SCC(=O)NCc2cccs2)nc2c1c(=O)n(C)c(=O)n2C	-6	nt	nt	nt	-6	0	-5	10
COc1ccc2oc(=O)c(/C(N)=N/NC(=O)c3ccncc3)cc2c1	nt	-74	-2	-0.1	5	1	nt	8
COc1ccccc1-c1ccc2c(c1)O[C@@H](CN(C)CC1CCCC1)[C@H](C)CN([C@@H](C)CO)S2(=O)=O	17[16.7 µM]	-5	-6	0.0	3	-6	20	-12
O=C(O)c1cc(S(=O)(=O)N2CCCCCC2)ccc1Cl	-10	nt	nt	nt	-4	-5	5	1
CC(=O)N/C(=C/c1ccc2c(c1)OCO2)C(=O)N1CCOCC1	-6	-20	-1	0.5	-2	-1	-8	-3
O=S(=O)(NNC(=S)NCC1CCCO1)c1cc(Cl)ccc1Cl (stereo not drawn)	nt	5	-1	0.1	1	-1	nt	-16
Cc1ccc(C2=CC(c3cccs3)n3nnnc3N2)cc1 (stereo not drawn)	nt	nt	nt	nt	1	-2	3	-22
CCOC(=O)C1=C(N)N(c2ccc(C)cc2)C2=C(C(=O)CCC2)C1c1cccs1 (stereo not drawn)	1	-17	-1	nt	4	3	1	-2
Cc1ccc(-c2csc(C(O)c3ccc(F)cc3)n2)cc1C (stereo not drawn)	-1	0	3	?	-1	3	11	-1
Cc1ccc(C)c(NC(=O)CN(C)C(=O)COc2cccc3c2OC(C)(C)C3)c1	-1	-10	1	-0.4	0	-2	-13	5
CCN(CC(=O)Nc1c(F)cccc1F)C(=O)CSCC(=O)Nc1cccc(C)c1	2	4	1	nt	-5	-1	3	-11
CCCCN(C(=O)c1cccc(S(=O)(=O)N2CCOCC2)c1)c1c(N)n(CCC)c(=O)[nH]c1=O	3	-7	0	nt	nt	nt	5	nt
O=C(C[C@H]1C=C[C@H](NC(=O)Nc2ccc(C(F)(F)F)cc2)[C@H](CO)O1)NCc1ccccn1	nt	-11	-1	0.0	0	17	9	2
O=C(CSCc1nc2scc(-c3cccs3)c2c(=O)[nH]1)Nc1ccccn1	nt	-29	5	nt	1	3	8	16
O=C(Oc1ccccc1N1C(=O)C2CCCCC2C1=O)c1ccccc1F (stereo not drawn)	0	nt	nt	nt	-4	0	2	2
COc1ccc(S(=O)(=O)N(C)C[C@@H]2OCCCC[C@H](C)Oc3ccc(NS(=O)(=O)c4c(C)noc4C)cc3C(=O)N([C@H](C)CO)C[C@H]2C)cc1	-14[16.7 µM]	-17	-2	0.0	-2	-1	6	-4
C=CCN1C(=O)C(C)(C)Nc2ccccc21	-2	nt	nt	nt	-3	4	4	?
O=C(Nc1ccc2c(c1)[C@@H]1C[C@H](CC(=O)N3CCOCC3)O[C@@H](CO)[C@@H]1O2)C1CCC1	2[16.7 µM]	nt	nt	0.0	6	0	5	-8
CCS(=O)(=O)N1CCCCN2[C@H](CO)[C@H](c3ccc(C#Cc4ccccc4OC)cc3)[C@H]2C1	12[16.7 µM]	-34	-2	-0.6	2	-1	-12	-3
CN(Cc1ccc(F)cc1)C(=O)COc1ccc2ccccc2c1	nt	-5	5	0.0	1	-1	nt	-5
Cc1cc(C(=O)OCC(=O)Nc2ccc(F)c(F)c2)c(C)o1	2	nt	nt	nt	-3	3	-3	5
COc1cccc2cc(NC(=O)C3CCCCC3)c(=O)oc12	1	nt	nt	nt	-2	2	12	5
CS(=O)(=O)N1CC(=O)N2[C@H](CO)[C@H](c3ccc(C#Cc4ccc(F)cc4)cc3)[C@@H]2C1	nt	-20	-4	0.2	nt	nt	-2	nt
O=C(Nc1ccccc1)c1cccc(S(=O)(=O)NC2CCCC2)c1	nt	-19	-1	-0.2	-1	-1	nt	-13
COc1ccc(CC(N)c2csc(Nc3cc(Oc4ccccc4)ncn3)n2)cc1 (stereo not drawn)	-24	16	2	-0.1	5	4	6	-1
COc1cccc(NC(=O)N(C)C[C@@H]2OCc3cnnn3CCCC(=O)N([C@@H](C)CO)C[C@@H]2C)c1	-3[16.7 µM]	15	4	-0.3	12	50	5	-2
COc1cc(C(=S)N2CCCCC2)ccc1OCC(=O)N1CCCC1	0	nt	nt	nt	-6	-6	3	-10
CCCNC(=O)N1[C@H](CO)[C@@H](c2ccc(C3=CCCC3)cc2)[C@@H]1CNC(C)=O	7[16.7 µM]	nt	nt	0.1	-4	0	-4	-2
COc1ccccc1S(=O)(=O)N(C)C[C@@H]1OCc2ccccc2-c2ccccc2C(=O)N([C@H](C)CO)C[C@@H]1C	nt	-16	-1	-0.2	-2	-5	0	-4
COc1ccc(S(=O)(=O)NCC2CCCN(C(=O)CCSC)C2)cc1 (stereo not drawn)	31	-6	5	0.1	2	0	18	10
Cc1ccc(OCCCC(=O)Nc2cc(Cl)ccc2-n2cncn2)cc1	6	-6	1	0.5	nt	nt	nt	nt
COc1ccc(-c2c(-c3ccc(OC)cc3O)nc(C)nc2C(F)(F)F)cc1	0	-12	4	0.2	-6	1	-12	3
COC(=O)c1ccc(Oc2c(C)oc3c(CN4CCN(C)CC4)c(O)ccc3c2=O)cc1	-3	nt	nt	nt	1	3	-6	1
O=C(Nc1ccccc1)Nc1ccc(C(=O)N2CCCC2)cc1	22	4	-4	0.1	nt	nt	-3	nt
CNC(=S)Nc1cccc([N+](=O)[O-])c1	21	-4	-1	-0.2	3	0	-6	-11
CN(CC(=O)Nc1ccccc1Cl)C(=O)CSc1nnc(-c2ccco2)o1	1	-14	4	nt	1	1	2	-6
CCN(CC)CCCNC(=O)Cn1nc([N+](=O)[O-])c(Cl)c1C	0	-7	-1	nt	16	0	-10	-9
CCOC(=O)CN=C(NS(=O)(=O)c1ccc(Cl)cc1)c1ccccc1	nt	10	-2	0.2	nt	nt	-1	nt
CCCOc1cccc(C2C(C(=O)c3cccs3)=C(O)C(=O)N2CCN2CCOCC2)c1 (stereo not drawn)	nt	-14	5	nt	-3	0	nt	-5
CC(=O)NC1=NC(=O)/C(=C/c2cc(C)n(-c3ccc(NC(C)=O)cc3)c2C)S1	-2	i	7	0.7	-4	-1	2	-19
Cc1ccc(C(C)NC(=O)c2cccs2)cc1 (stereo not drawn)	-3	-1	-1	4.3	2	-1	-4	-4
N#C[C@@H]1[C@@H](c2ccccc2-c2ccccc2F)[C@H](CO)N1C(=O)Cc1ccccc1	nt	14	1	0.2	nt	nt	4	nt
COc1ccc(OC)c(NC(=O)Cn2cccc2)c1	-13	-10	1	nt	nt	nt	6	nt
O=C(CSc1nccc(=O)[nH]1)Nc1cccc2ccccc12	4	-17	3	nt	5	0	nt	7
CSCCC(NS(=O)(=O)c1ccc2c(c1)oc(=O)n2C)C(=O)NCc1ccc(C)cc1 (stereo not drawn)	nt	-8	-5	1.9	nt	nt	-1	nt
CCCCn1c(SCC(=O)NNC(=O)c2ccco2)nnc1-c1ccco1	-1	-15	4	nt	nt	nt	1	nt
COc1ccccc1N1C(=O)c2cccnc2C1=O	0	-21	-3	nt	-2	1	-2	-1
O=C(O)CSc1nnc(NC(=O)c2ccc3c(c2)OCO3)s1	1	-23	-1	-0.9	nt	nt	12	nt
CSCCC(NC(=O)c1ccc(Cl)cc1Cl)C(=O)NNC(=O)c1csc(N2CCOCC2)n1 (stereo not drawn)	nt	-10	3	-0.4	-7	-9	nt	-11
Cc1ccc(C(=O)NNC(=O)c2cc(C)nc3ccccc23)cc1	nt	-9	0	nt	-1	0	nt	3
Cc1ccc(NC(=O)c2ccc(F)cc2F)cc1NS(C)(=O)=O	3	5	-2	0.1	2	-1	8	-7
CCc1nnc(NC(=O)C(C)C)s1	-6	nt	nt	nt	2	2	4	-1
COc1ccc(C(O)(CCc2ccccc2)CCN2CCCCC2)cc1 (stereo not drawn)	4	-1	11	nt	2	-4	0	4
(listing goes on)
SMILES	miR122 inh	RAD52 inh	ERAP1 inh	E-selectin induc	PglD inh	Cneo AK release	PGC1a acetyl inh	RAD54 inh
COc1ccc(S(=O)(=O)Nc2ccc3c(c2)C(=O)N([C@H](C)CO)C[C@@H](C)[C@H](CN(C)Cc2ccncc2)O3)cc1	4[16.7 µM]	-6	-8	-0.1	-2	-3	9	-4
CN1C(=O)c2cc(NC(=O)C3CCOCC3)ccc2OC[C@H]2O[C@@H](CC(=O)NCc3ccc4c(c3)OCO4)CC[C@H]21	nt	6	0	0.3	-1	-3	nt	-5
CCCCn1c(C)nc2cc(S(=O)(=O)N3CCOCC3)ccc21	18	-3	-3	-0.3	1	1	6	-1
COc1cc(C(C(=O)NC2CCCCC2)N(Cc2cccs2)C(=O)Cc2c[nH]c3ccccc23)cc(OC)c1OC (stereo not drawn)	-9	nt	nt	nt	-1	0	-1	3
O=c1c2[nH]c3ccccc3c2nc2n1CCCS2	-1	3	-6	nt	3	6	2	0
Oc1cncc(Cc2ccccc2)c1	-3	-4	1	nt	-6	2	16	-4
O=C(Nc1cccc(S(=O)(=O)NC2=NCCCCC2)c1)C1COc2ccccc2O1 (stereo not drawn)	nt	-7	-2	0.2	nt	nt	-14	nt
COC(=O)Nc1nc2c(s1)CCCC2	-5	nt	nt	nt	3	1	4	0
CO[C@H]1CN(C)C(=O)c2ccc(NS(=O)(=O)c3ccc(Cl)cc3)cc2OC[C@@H](C)N(C)C[C@H]1C	1[16.7 µM]	-8	-3	0.1	2	-1	7	-3
CC(C)C(=O)NC(Nc1cccc2cccnc12)C(Cl)(Cl)Cl (stereo not drawn)	0	nt	nt	nt	3	6	-27	-6
CCCC#Cc1ccc([C@H]2[C@H]3CN(C(=O)Nc4cccc(F)c4)CC(=O)N3[C@H]2CO)cc1	nt	8	1	0.1	nt	nt	1	nt
CCn1c(=O)cc(N2CCC3(CC2)OCCO3)[nH]c1=O	nt	-7	8	nt	-1	2	nt	-14
NNC(=O)c1cc2ccccc2cc1NS(=O)(=O)c1ccccc1	-1	-10	-4	0.9	0	-1	nt	0
C[C@H](CO)N1C[C@H](C)[C@@H](CN(C)Cc2ccc(Cl)c(Cl)c2)OCCCC[C@H](C)Oc2ccc(NC(=O)c3ccncc3)cc2C1=O	1[16.7 µM]	16	-2	0.4	-1	1	11	-10
